# Assay outcomes (PubChem BioAssay)
# E-sel TNF inh: E-selectin induction blockers in HUVEC – imaging, immunofluorescence, high content, primary screen; actives 0.71% (n = 120,000); AID 1246, 2008; HUVEC TNFa-induced E-selectin immunofluorescence; inhibition, % at 2 µM;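 active = inhibition above the batch mean plus 3 SD, and confirmed as a hit on visual image review, cut at about 43% in these data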;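 note: 0% = TNF-stimulated DMSO wells and 100% = unstimulated control wells; not every result past the cut was called active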
# Yeast lifespan up: compounds extending yeast replicative lifespan, primary screen, S. cerevisiae, OD615. S. cerevisiae growth with nicotinamide; deaD strain in restrictive glucose medium. inhibition of the nicotinamide effect, % at 10 µM. actives 0.68% (n = 130,000). AID 775, 2007;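 active = inhibition above a set limit, placed 3 SD over the median of all compounds, cut at about 26% in these data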;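 note: 0% = nicotinamide-treated wells and 100% = cells grown without nicotinamide; some compounds called inactive have numbers as strong as hits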
#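 Material: Modified budding yeast, DeaD strain | Medium: Restrictive glucose medium | Probe or stimulus: 1.5 mM nicotinamide | Dosing: Single dose 10 µM compound, 0.25% DMSO | Times: 48 h at 30 °C | Technique: OD615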
# Phagocyt inh: inhibitors of macrophage phagocytosis, primary screen, imaging, J774A.1 cells, IgG beads. actives 0.07% (n = 110,000). J774A.1 macrophage IgG-bead phagocytosis. inhibition, % at 5 µM;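 active = inhibition above the mean of the plate negative controls plus 5 SD, cut at about 13% in these data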;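 note: phagocytic index as fraction of beads internalized from green versus red external bead signal; plate controls were DMSO negative control for no effect and cytochalasin-D positive control for full effect; some results beyond the cut were filed as inactive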
# GALR2 blocker: GALR2 antagonists in receptor-expressing cells, primary screen | Galanin receptor type 2 (Homo sapiens), O43603 | antagonist mode | inhibition, % at 4 µM | actives 0.39% (n = 140,000) | AID 828, 2007; in the data active = inhibition above about 27%;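 note: cells stimulated with galanin 1-16 at roughly its EC80; 0% = agonist challenge control and 100% = basal control without agonist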
# Target sequence (O43603 whole entry, looked up): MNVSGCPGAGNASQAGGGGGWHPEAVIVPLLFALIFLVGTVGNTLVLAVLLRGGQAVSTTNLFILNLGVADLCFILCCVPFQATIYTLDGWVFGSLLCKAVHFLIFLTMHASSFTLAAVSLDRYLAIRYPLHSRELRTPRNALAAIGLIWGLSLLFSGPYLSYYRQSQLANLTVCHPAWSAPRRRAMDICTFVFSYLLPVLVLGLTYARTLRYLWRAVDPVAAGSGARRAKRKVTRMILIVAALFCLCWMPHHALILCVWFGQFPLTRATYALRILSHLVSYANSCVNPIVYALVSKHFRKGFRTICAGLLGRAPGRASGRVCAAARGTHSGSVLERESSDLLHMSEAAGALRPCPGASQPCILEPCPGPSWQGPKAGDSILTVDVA
# MRP1 act: H69AR viability gain despite doxorubicin, primary screen, MRP-1 activator project, H69AR cells, CellTiter-Glo | viability rescue | viability increase, % at 10 µM | actives 0.61% (n = 140,000) | AID 799, 2007;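 active = viability gain under doxorubicin at or above a set limit, the compound median plus 3 SD, cut at about 4.7% in these data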;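 note: MRP-1 overexpressing cells given doxorubicin 25 µM after compound pretreatment; 18-22 h compound pretreatment then 72 h with doxorubicin before readout; 0% = doxorubicin-only wells and 100% = vehicle-treated cells without doxorubicin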
# Measles CPE: compounds protecting cells from measles virus cytopathic effect, primary screen, measles RdRp inhibitor project, single point, MLSMR library, absorbance | AID 841, 2007 | Measles virus-infected cells, CPE protection | protection (pct of control), % at 4 µM | actives 1.5% (n = 140,000); in the data active = protection mostly above about 24%, no sharp cut-off; inactive = mostly below about 26%; note: some compounds called inactive have numbers as strong as hits
# HCT116 PTEN-null: growth suppression of PTEN-null HCT116, primary screen, cell-based, CellTiter-Glo. HCT116 PTEN-null viability, 60 h; stronger effect = lower value. viability, % at 10 µM. actives 1.2% (n = 140,000);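 active = viability at or below a set limit, 4 SD under the median of all tested compounds, cut at about 3.7% in these data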;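 note: PTEN knockout HCT116 line with beta catenin targeted HCT116 as companion control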
# bCat KO growth: primary screen for growth suppressors in beta-catenin knockout HCT116 cells (colon tumor, human); viability, % at 10 µM; AID 818, 2007; actives 1.5% (n = 140,000); HCT116 beta-catenin knockout viability, CellTiter-Glo, 60 h; stronger effect = lower value;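 active = viability at or under a set limit, the compound median less 4 SD, cut at about 6% in these data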;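 note: 0% = Hyamine 1622 control at 20 µM and 100% = untreated cell control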
# NPY-Y2 antag: NPY-Y2 receptor antagonists, primary screen, cell-based. Neuropeptide Y receptor type 2 (Homo sapiens), P49146. NPY-Y2 expressing cells, antagonist mode. inhibition, % at 2.7 µM. actives 0.99% (n = 140,000). AID 793, 2007; in the data active = inhibition above about 17%;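 note: 0% = vehicle with agonist challenge and 100% = reference antagonist with challenge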
# Target sequence (P49146 whole entry, looked up): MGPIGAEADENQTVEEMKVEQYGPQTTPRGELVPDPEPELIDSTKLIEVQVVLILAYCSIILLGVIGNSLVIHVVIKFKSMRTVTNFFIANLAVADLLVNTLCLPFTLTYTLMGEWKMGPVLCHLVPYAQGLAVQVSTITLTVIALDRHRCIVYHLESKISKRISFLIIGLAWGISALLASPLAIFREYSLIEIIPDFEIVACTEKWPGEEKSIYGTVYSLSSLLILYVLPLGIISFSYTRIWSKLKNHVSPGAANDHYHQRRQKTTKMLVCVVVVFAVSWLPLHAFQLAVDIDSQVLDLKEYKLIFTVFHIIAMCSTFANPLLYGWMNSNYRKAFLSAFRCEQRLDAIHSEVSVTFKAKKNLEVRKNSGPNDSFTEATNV
# Yeast growth inh: growth inhibitors of yeast BB579 in restrictive medium, primary screen, yeast lifespan-shortening project, S. cerevisiae | OD615, 48 h | inhibition, % at 10 µM | actives 0.51% (n = 140,000);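 active = inhibition above a set limit, 3 SD over the mean compound inhibition, cut at about 44% in these data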; note: inactives centre near -24
#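 Detection: OD615 turbidity measurement; Material: Saccharomyces cerevisiae DeaD strain BB579, replicative lifespan model yeast; Timing: 48 h exposure, 30 °C; Doses: single 10 µM dose; Medium: CSMM-D restrictive synthetic medium containing dextrose (glucose); Controls: amphotericin B at 10 µg/mL as positive control.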
# Numbers without * were called inactive; nt = not tested or not shown. Compounds were not picked by outcome; 6.1% or so of the library scored in one or more.
mol,E-sel TNF inh,Yeast lifespan up,Phagocyt inh,GALR2 blocker,MRP1 act,Measles CPE,HCT116 PTEN-null,bCat KO growth,NPY-Y2 antag,Yeast growth inh
CN1C(=O)CSc2ccc(NC(=O)N3CCc4ccccc43)cc21,4,18,-2,-1,-0.6,23,99,101,-2,-7
CN(C)c1ccc(NC(=O)/C=C/c2c(Cl)cccc2Cl)cc1,nt,-7,-4,3,-3.3,25,75,66,2,-15
COCCSc1ccccc1C(=O)NCc1ccc(S(N)(=O)=O)cc1,2,-6,nt,-10,-2.5,10,94,82,3,-7
CCN(CC)c1ncnc2c1sc1nc(N3CCOCC3)c3c(c12)CCC3,-21,-13,3,6,0.1,18,85,96,1,-28
CCCc1cc(=O)[nH]c(SCC(=O)Nc2nonc2N)n1,-11,-1,2,0,-0.3,13,106,98,5,-40
COc1cc(OC)cc(C(=O)N(CN2CCCC2=O)c2ccccc2OC)c1,nt,-3,nt,-22,-0.9,7,112,95,3,-2
O=C(O)CCS(=O)(=O)Cc1ccccc1F,9,-5,-1,2,-2.2,5,91,95,-1,-26
C=CCn1c(SCc2cccnc2)nnc1-c1ccncc1,19,3,-1,-3,0.9,3,99,107,0,-41
CC(C)C[C@H](NC(=O)N1CCN(c2ccccc2)CC1)C(=O)O,nt,-5,-4,6,-1.1,15,96,101,-1,-32
O=C(CSc1ncccn1)Nn1cnnc1,-20,-3,1,10,-2.5,5,102,98,0,-25
O=C1C2C3C=CC(C4CC34)C2C(=O)N1/N=C/c1ccc([N+](=O)[O-])s1 (centres undefined),nt,5,3,-8,-1.5,22,96,90,4,-30
C/C(N)=C(/C#N)C(=O)COC(=O)CCS(=O)(=O)c1ccccc1,-19,-15,1,1,-2.0,10,92,84,0,-19
CCOC(=O)c1[nH]c(C)c(C(=O)NCCC2=CCCCC2)c1C,nt,-7,2,-7,0.6,10,101,100,4,-40
O=C(Nc1ccccc1)Nc1nnc(-c2ccccc2)o1,nt,-12,nt,16,-0.9,21,nt,95,3,-31
O=C(Nc1ccc([N+](=O)[O-])cc1Br)c1cccnc1,nt,-6,-7,-9,-0.8,8,100,76,1,-77
CC(=O)c1c(C)[nH]c(C(=O)N2CCN(c3cc(Cl)ccc3C)CC2)c1C,nt,-3,4,-4,-4.6,5,18,20,5,-13
Cn1c(C(O)c2ccc(Cl)cc2)nc(Cl)c1Cl (centres undefined),1,-13,-1,-6,-0.1,19,93,92,0,-21
O=C(COC(=O)CNC(=O)c1cccc(F)c1)NCCC1=CCCCC1,nt,5,-7,-6,1.0,7,83,92,1,-44
Cc1cccc(CN2CCN(C(=O)CCl)CC2)c1,nt,1,-7,6,-6.2,2,39,44,0,5
CCOC(=O)CN1C(=O)S/C(=C/C=C/c2ccc(N(C)C)cc2)C1=O,nt,9,-8,11,-1.3,11,92,85,10,-44
O=C(c1c(F)cccc1F)N1CCN(c2ncccn2)CC1,0,0,nt,9,1.4,4,103,104,-1,-48
Cc1ccc(C(=O)Nc2ccccc2C(=O)NC(C(=O)O)C(C)C)cc1 (centres undefined),-47,nt,nt,4,-1.1,20,0.8*,0.5*,1,-2
O=C1Nc2ccc(Br)cc2C1(O)Cc1ccccn1 (centres undefined),-55,nt,nt,13,-1.1,10,81,81,-3,-16
COc1ccccc1OCCCCNCCO,-6,-5,-3,3,-0.7,7,93,93,2,-23
O=C(Nc1ccc2c(c1)OCCO2)c1ccco1,10,-26,0,9,-0.4,21,85,74,0,-2
O=C(NCc1ccc2c(c1)OCO2)c1ccc(N2CCCCCC2)c([N+](=O)[O-])c1,5,-5,-2,-16,1.8,15,85,85,8,-35
Cc1cc(NC(=O)CN2C(=O)NC3(CCCCC3C)C2=O)no1 (centres undefined),-7,1,nt,13,-1.6,6,105,100,1,-14
OC(CCN1CCCCC1)(c1ccccc1)c1ccccc1,nt,10,nt,11,-0.8,16,89,86,1,-61
O=C(O)[C@H](Cc1ccccc1)N1C(=O)c2ccncc2C1=O,nt,-1,-1,-1,-0.1,4,90,103,3,-18
Cc1csc(NC(=O)c2ccccc2C(=O)O)n1,27,-7,-2,-1,-1.4,5,101,97,6,-31
COc1ccccc1Nc1nc(N)nc(CSc2nc(C)cc(C)n2)n1,-35,-7,3,0,-1.9,11,71,89,3,-12
O=C(NCc1cccc(C(F)(F)F)c1)C1CC(c2c(Cl)cccc2Cl)=NO1 (centres undefined),11,-25,1,1,-3.7,9,34,19,8,-27
COCCn1c(SCC(=O)c2ccc(F)cc2)nnc1C(C)C,-37,1,-2,2,-2.3,10,84,85,0,-18
O=C(Cn1c(=O)c(=O)n(Cc2ccccc2)c2ccc(Cl)cc21)Nc1cccc(F)c1,-5,-2,-12,-1,-4.0,1,71,64,2,-24
Cn1nc(C(=O)N2CCN(S(=O)(=O)/C=C/c3ccccc3)CC2)c2ccccc2c1=O,-67,0,1,-7,-1.2,7,82,88,2,12
Cc1ccc(N(CC(=O)NCc2ccc3c(c2)OCO3)S(C)(=O)=O)cc1,-8,6,-1,1,-0.3,5,92,86,1,20
COCCn1c(SCC(=O)Nc2nc(C)c(Cl)cc2Cl)nc2ccccc21,-13,-7,0,-2,-0.6,1,78,90,1,-14
Cc1ccc(C(=O)Nc2cccc(C(=O)NCc3ccccc3)c2)cc1,nt,-1,-7,21,-0.7,34,95,100,1,-19
CCOC(=O)c1ccc(S(=O)(=O)N2CCC(C(=O)O)CC2)cc1,5,-8,-1,1,0.2,23,102,99,-1,-49
c1ccc(CCNc2ncnc3nc[nH]c23)cc1,-28,-4,0,-2,-1.2,7,100,85,3,-76
CC(C)C(C)(C#N)NC(=O)CSc1ncnc2sc(-c3ccccc3)cc12 (centres undefined),-4,-2,-2,4,-4.3,14,68,72,3,-32
CCOc1ccc(NC(=O)N(CCN2CCOCC2)Cc2ccc3c(c2)CCCN3CC)cc1,nt,-2,nt,2,-1.6,8,90,78,2,-57
Cc1ccc(NC2=NC(c3ccccc3)n3c(nc(C)cc3=O)N2)cc1 (centres undefined),-11,-27,0,4,-2.4,11,87,91,0,-40
Cc1c(=O)n(OCc2ccccc2F)c2ccccc2[n+]1[O-],-10,24,4,-13,-1.0,8,74,71,4,-41
CCOC(=O)C1CCCN(S(=O)(=O)c2cn(C)c(=O)n(C)c2=O)C1 (centres undefined),nt,-7,-1,3,-1.8,8,84,87,0,13
O=S(=O)(c1cccc2nonc12)N1CCN(c2cccc(Cl)c2)CC1,9,-17,nt,-9,-0.1,11,101,94,-3,2
Cc1ccc(OCCNS(=O)(=O)c2ccc(N3CCCC3=O)cc2)cc1C,18,8,nt,10,-3.5,8,71,66,6,-30
Cc1cc(/C=N/Nc2ccc([N+](=O)[O-])cn2)c(C)n1-c1ccccc1,16,-7,-2,4,-1.6,9,94,89,2,-76
CCCOP(=O)(OCCC)C(Nc1ccc(C(C)C)cc1)c1ccc([N+](=O)[O-])cc1 (centres undefined),-49,-3,4,-2,-2.1,1,10,9,13,-36
N/C(=N\OC(=O)C1CCCCC1)c1cccnc1,-11,-7,-2,1,-2.4,10,96,103,-1,-28

# (next part)
mol,E-sel TNF inh,Yeast lifespan up,Phagocyt inh,GALR2 blocker,MRP1 act,Measles CPE,HCT116 PTEN-null,bCat KO growth,NPY-Y2 antag,Yeast growth inh
O=C(c1ccccc1)N1CCSC1=S,1,30,nt,-7,0.5,47,99,99,1,-17
COc1cc(-c2nnc(SCC3(c4ccc(Br)cc4)OCCO3)o2)cc(OC)c1OC,-20,-12,nt,-9,-2.0,6,71,72,9,-5
CCNc1ccc(C(=O)OCC(=O)N(Cc2ccccc2)C(C)(C)C)cc1[N+](=O)[O-],-11,-1,16,2,1.6,19,83,83,0,-25
C[C@H](NC(=O)c1ccco1)C(=O)Nc1ccc(S(=O)(=O)N2CCCC2)cc1,10,-6,1,-2,-1.5,11,97,97,1,4
CN1CCN(S(=O)(=O)c2ccc(NC(=O)C3CCCCC3)cc2)CC1,-5,1,2,-12,-2.7,25,85,86,3,-26
O=C(Cc1sc(-c2ccccc2Cl)nc1-c1ccccc1)Nc1ccccc1,nt,-12,1,-8,-1.4,6,76,69,-2,-26
Cc1ccc(S(=O)(=O)Cn2nnnc2CN2CCOCC2)cc1,-40,-15,-1,0,-1.5,11,97,119,3,-45
N#C/C(=C\c1ccc(Sc2ccc(Cl)cc2)o1)c1nc2ccccc2[nH]1,nt,-3,nt,32*,-2.0,22,34,53,8,-12
O=C(Cc1ccccc1)NN1C(=O)C2C3C=CC(C3)C2C1=O (centres undefined),9,-6,0,1,-0.3,14,105,99,2,-57
Cc1ccc2c(c1)C=CC(C#N)N2C(=O)c1ccccc1 (centres undefined),nt,1,-1,-2,-3.8,3,14,13,4,-11
O=C(O)c1ccc2c(c1)ncn2C1CCCCC1,nt,-6,-1,-12,-0.9,7,100,93,0,-41
CCOC(=O)c1c(NC(=O)CSc2nc3cc(Cl)ccc3c(=O)n2Cc2ccco2)sc(C(=O)N(C)C)c1C,4,5,-6,-8,-3.0,21,11,58,5,-39
COc1ccc(CCNC2=NCC(C)S2)cc1 (centres undefined),25,-9,-1,-3,-2.9,7,89,99,4,-21
O=C(N/N=C/c1ccc(Cl)cc1Cl)Nc1ccccc1,nt,-19,nt,11,-0.1,13,85,105,14,-27
CCn1c(C)cc(/C=C2\SC(=O)N(CC(=O)Nc3ccc(C)c(C)c3)C2=O)c1C,-10,-10,nt,-5,0.3,3,44,10,2,-53
CCCn1c(SCC(=O)N2CCCc3ccccc32)nc2c1c(=O)n(C)c(=O)n2C,-41,nt,0,-4,nt,nt,nt,nt,4,nt
COc1ccc(Br)c(C(=O)NCCC(C)C)c1,nt,2,-2,3,-2.0,42,106,104,2,2
CCOC(=O)N1CCN(C(=O)c2cc3c(-c4ccc(Cl)cc4)nn(C)c3s2)CC1,nt,-5,-1,6,-4.6,12,48,44,1,5
Cc1ccccc1NC(=O)CSCC(=O)Nc1ccccc1C,21,-8,-2,3,0.6,3,106,98,6,-42
CCOC(=O)c1ccc(NC(=O)CC2SCCNC2=O)cc1 (centres undefined),nt,-3,0,0,1.7,35,93,106,-1,-55
CC1CCC(NC(=O)CC2Oc3ccccc3NC2=O)CC1 (centres undefined),-5,-2,0,12,0.0,13,89,79,1,-7
Cc1cc(C)cc(OCC(=O)NN2Cc3ccccc3C2=N)c1,-3,1,-2,-10,0.1,17,72,71,0,-12
